# High-throughput results (PubChem BioAssay)
# Mac1 fbg enh: enhancers of human CD11b/CD18 binding to fibrinogen; P05107+P11215; K562 CD11b/CD18 adhesion to fibrinogen, ATPlite luminescence; activation, % at 10 µM; actives 0.07% (n = 93,000);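 active means 10 µM primary screen giving 50% or more activity, confirmed by 40% or more on retest at that dose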; further: strong numbers were not always called active; reference of the scale not given here
# Target sequence (P05107 whole entry, looked up, other chains not shown): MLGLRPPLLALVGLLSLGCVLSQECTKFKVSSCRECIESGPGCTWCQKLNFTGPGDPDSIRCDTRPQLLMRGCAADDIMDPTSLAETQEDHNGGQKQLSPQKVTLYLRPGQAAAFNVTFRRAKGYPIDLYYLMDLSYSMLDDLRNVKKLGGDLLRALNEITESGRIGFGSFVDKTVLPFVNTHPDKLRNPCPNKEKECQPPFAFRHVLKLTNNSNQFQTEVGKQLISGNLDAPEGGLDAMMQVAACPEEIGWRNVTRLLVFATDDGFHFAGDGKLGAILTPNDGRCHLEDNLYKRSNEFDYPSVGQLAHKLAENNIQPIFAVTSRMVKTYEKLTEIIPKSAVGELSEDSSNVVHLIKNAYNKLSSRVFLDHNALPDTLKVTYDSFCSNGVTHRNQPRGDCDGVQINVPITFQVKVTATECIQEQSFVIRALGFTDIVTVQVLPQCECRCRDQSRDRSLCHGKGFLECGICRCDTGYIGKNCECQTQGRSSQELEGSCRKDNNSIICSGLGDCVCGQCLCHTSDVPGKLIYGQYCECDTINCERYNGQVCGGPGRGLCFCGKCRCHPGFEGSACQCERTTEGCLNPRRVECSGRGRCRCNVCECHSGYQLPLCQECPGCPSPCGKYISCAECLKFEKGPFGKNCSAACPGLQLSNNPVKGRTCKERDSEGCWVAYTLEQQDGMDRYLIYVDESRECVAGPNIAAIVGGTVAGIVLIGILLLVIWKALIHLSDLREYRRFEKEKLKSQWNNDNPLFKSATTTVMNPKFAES
# Starred values were filed as active, the others as inactive.
nr	mol	Mac1 fbg enh
1	CC(C)C(=O)NC(c1ccccc1Cl)c1c(O)ccc2ccccc12 (configuration not stated)	-1
2	Cc1nc2ccc(NC(=O)c3cccc(C(F)(F)F)c3)cc2o1	4
3	CCOC(=O)/C(C#N)=C/c1c[nH]c2ccccc12	1
4	Cc1cc(N/N=C/c2ccc(Cl)cc2)nc(NCc2ccccc2)n1	-7
5	Cc1cc(C)cc(-n2c(SCC(=O)Nc3cccc(S(=O)(=O)NC4=NCCCCC4)c3)nc3ccccc3c2=O)c1	-2
6	Cc1ccc(C2CC(c3ccccc3)=NN2C(=S)Nc2ccccc2)o1 (configuration not stated)	4
7	Cc1ccccc1OCC(=O)OCC(=O)c1ccc(OC(=O)c2ccccc2)cc1	2
8	O=C(O)Cn1c(=O)cnc2ccccc21	-4
9	O=C(Oc1ccc(Cl)cc1)c1ccc(N2CCOCC2)c([N+](=O)[O-])c1	-4
10	CCC(CC)C(=O)c1c[nH]c(C(=O)NCc2ccco2)c1	3
11	CC(C)Cn1c(-c2cc([N+](=O)[O-])ccc2Cl)nc2c1c(=O)[nH]c(=O)n2Cc1ccccc1	-2
12	CCN(CC)c1ccc(/C=N/NC(=S)NCc2ccccc2)cc1	11
13	CC(=O)Nc1ccc(C(=O)OCC(=O)c2ccc(C)c([N+](=O)[O-])c2)cc1	-3
14	COc1cccc2cc(C(N)=O)/c(=N/NC(=O)COc3ccc(Cl)cc3)oc12	27
15	CCc1cc(C(=O)NNC(=S)NC(C)c2ccccc2)cs1 (configuration not stated)	-3
16	CN(C)S(=O)(=O)c1cccc(C(=O)OCC(=O)NC2CCCc3ccccc32)c1 (configuration not stated)	3
17	COC(=O)CN1C(c2ccc(OC)cc2)=Nc2ccc(Cl)cc2C1c1ccccc1 (configuration not stated)	1
18	Cc1c(C(=O)N2CCN(c3ccccc3)CC2)sc2ncnc(N3CCC(C)CC3)c12	-4
19	Fc1ccccc1COc1ccccc1CNCc1ccncc1	4
20	COCCNC(=O)/C(C#N)=C/c1ccc(-c2ccc(OC)cc2[N+](=O)[O-])o1	16
21	CC(=O)Nc1nc2ccc(NC(=O)c3ccco3)cc2s1	5
22	CCOc1ccc(NS(=O)(=O)c2cc(NC(=O)c3ccc(C)cc3)ccc2Cl)cc1	10
23	CC(=O)c1ccc(N(C(=O)Cc2c[nH]c3ccccc23)C(C(=O)NC2CCCCC2)c2cccs2)cc1 (configuration not stated)	-2
24	O=C(N/N=C/c1ccc(OC(=O)c2ccc3c(c2)OCO3)cc1)c1cncc(Br)c1	43
25	CCOC(=O)c1cc(C(C)=O)n2ccccc12	-2
26	O=[N+]([O-])c1ccc(/C=N/NC(=S)Nc2ccccc2F)o1	3
27	Cc1cc(C(=O)c2ccccc2)c(NC(=O)CN2CCOCC2)s1	-2
28	COc1ccc(CCN2C(=O)CC(NNC(=O)c3ccc(F)cc3)C2=O)cc1OC (configuration not stated)	0
29	O=C(Nc1ccccc1)c1cnc(-c2ccccc2)nc1-c1ccccc1	-6
30	CCCN1Cc2cccc(C(=O)Nc3ccc(S(=O)(=O)N4CCCCCC4)cc3)c2C1=O	15

# (list continues)
nr	mol	Mac1 fbg enh
31	CCOC(=O)C(C)S(=O)(=O)c1ccc(C(F)(F)F)cn1 (configuration not stated)	-1
32	Cc1cc(Br)ccc1OCCCCNC(C)(C)C	-3
33	S=c1[nH]nc(COc2ccccc2)n1/N=C/c1ccc(Br)s1	2
34	CCN(CC)S(=O)(=O)c1ccc(Cl)c(C(=O)Nc2cc(C)nn2-c2ccccc2C(F)(F)F)c1	-3
35	O=C1OCC(CO)(CO)N=C1NNc1ccccc1Cl	-2
36	COC(=O)c1ccc(NC(=S)Nc2ccc3ccccc3c2)cc1	-2
37	O=C(CC(NC(=O)c1ccccc1)c1ccccc1)Nc1cccc2ccccc12 (configuration not stated)	38
38	O=[N+]([O-])c1cc(Cl)cc(/C=N\Nc2ccccn2)c1O	-5
39	CC(=O)CC(c1ccc([N+](=O)[O-])cc1)c1c(O)c2ccccc2oc1=O (configuration not stated)	-4
40	Cc1cc(C)nc(NC(=O)/C=C/c2ccccc2Cl)n1	1
41	COc1ccnc(Oc2ccc(F)cc2)c1C(=O)N/C=N/OCc1ccc(F)cc1	-2
42	COc1cc(/C=N/NC(=O)CSc2cc(C)c(Br)cc2C)ccc1O	-2
43	CNc1nc(-c2ccc([N+](=O)[O-])cc2)cs1	5
44	COc1ccc2c(c1)C(c1ccccc1)=NNC(c1ccco1)=N2	-3
45	Cc1ccc(Nc2ccc(S(=O)(=O)N3CCOCC3)cc2[N+](=O)[O-])cc1C	-5
46	COc1ccc(OC)c(/C=N/NC(=O)CCN2CCN(C(c3ccccc3)c3ccccc3)CC2)c1	-3
47	CCOc1cc(CNCc2ccncc2)cc(Br)c1OCc1ccccc1F	-7
48	O=C(CSc1nnc(-c2cccnc2)s1)Nc1ccc(C(=O)O)cc1	-5
49	Cc1nc2c(cc1C(=O)N/N=C/c1ccc([N+](=O)[O-])cc1)c(=O)n(C)c(=O)n2C	0
50	Cc1ccc(S(=O)(=O)N2CCOCC2)cc1C(=O)OCC(=O)N1c2ccccc2NC(=O)C1(C)C	-2
51	CCOc1ccc(NC(=O)CCSc2nc3c(c(CC)c2C#N)C(=O)CC(C)(C)C3)cc1	-5
52	Cc1cc(Cl)ccc1OCC(=O)NCCCCc1ccccc1	7
53	O=C(Cn1c2ccccc2c(=O)c2ccccc21)N/N=C/c1cc([N+](=O)[O-])ccc1N1CCCCCC1	107*
54	CSc1ccccc1Sc1cc(C(=O)O)c2ccccc2n1	-2
55	Cc1ccccc1Nc1nnc(SCC(=O)NC2CCCc3ccccc32)s1 (configuration not stated)	2
56	CCOC(=O)c1ccc(NC(=O)CSc2nnc(CCc3ccc(C)o3)n2-c2ccccc2)cc1	9
57	O=[N+]([O-])c1ccc(-c2csc(Nc3ccccc3)[n+]2Cc2ccccc2)cc1	0
58	COc1ccccc1C(=O)/C=C/c1ccc(N2CCCCC2)c([N+](=O)[O-])c1	5
59	CCN(CC)c1nc(Nc2ccc(Cl)cc2)nc(OCC#N)n1	-2
60	Cc1ccc(C(=O)O/N=C(\N)c2nonc2N)cc1	-1

# Of the compounds above, 13 contain a nitro group on carbon.
nr	mol	Mac1 fbg enh
9	O=C(Oc1ccc(Cl)cc1)c1ccc(N2CCOCC2)c([N+](=O)[O-])c1	-4
11	CC(C)Cn1c(-c2cc([N+](=O)[O-])ccc2Cl)nc2c1c(=O)[nH]c(=O)n2Cc1ccccc1	-2
13	CC(=O)Nc1ccc(C(=O)OCC(=O)c2ccc(C)c([N+](=O)[O-])c2)cc1	-3
20	COCCNC(=O)/C(C#N)=C/c1ccc(-c2ccc(OC)cc2[N+](=O)[O-])o1	16
26	O=[N+]([O-])c1ccc(/C=N/NC(=S)Nc2ccccc2F)o1	3
38	O=[N+]([O-])c1cc(Cl)cc(/C=N\Nc2ccccn2)c1O	-5
39	CC(=O)CC(c1ccc([N+](=O)[O-])cc1)c1c(O)c2ccccc2oc1=O (configuration not stated)	-4
43	CNc1nc(-c2ccc([N+](=O)[O-])cc2)cs1	5
45	Cc1ccc(Nc2ccc(S(=O)(=O)N3CCOCC3)cc2[N+](=O)[O-])cc1C	-5
49	Cc1nc2c(cc1C(=O)N/N=C/c1ccc([N+](=O)[O-])cc1)c(=O)n(C)c(=O)n2C	0
53	O=C(Cn1c2ccccc2c(=O)c2ccccc21)N/N=C/c1cc([N+](=O)[O-])ccc1N1CCCCCC1	107*
57	O=[N+]([O-])c1ccc(-c2csc(Nc3ccccc3)[n+]2Cc2ccccc2)cc1	0
58	COc1ccccc1C(=O)/C=C/c1ccc(N2CCCCC2)c([N+](=O)[O-])c1	5

# Continuation:
nr	mol	Mac1 fbg enh
61	O=C(CNC(=O)Cc1ccccc1)NCC(=O)OCC(=O)c1ccccc1Cl	-2
62	CC(C)(C)c1ccc(C(=O)NCC(=O)OCc2ccc([N+](=O)[O-])cc2)cc1	-2
63	O=C(CCCSc1nc2ccccc2[nH]1)NCc1ccccc1	1
64	Cc1nnsc1SCCNC(=O)c1ccc(F)cc1	-2
65	COc1ccc(OC)c(NC(=O)c2ccc3c(=O)n(CCc4ccccc4)c(=S)[nH]c3c2)c1	5
66	COc1ccccc1CNC(=O)C1CC(c2ccc([N+](=O)[O-])cc2)=NO1 (configuration not stated)	2
67	CC12c3ccccc3C(c3ccccc31)C1C(=O)N(Cc3cccnc3)C(=O)C12 (configuration not stated)	-5
68	S=C(Nc1cccc(Cl)c1)Nc1cccc2cnccc12	-10
69	O=C(COc1cccc(Cl)c1)NNC(=S)Nc1ccccc1	10
70	COC(=O)C1=CN(c2cccc(C)c2)C=C(C(=O)OC)C1c1cc(OC)c(O)c([N+](=O)[O-])c1	-2
71	CCCn1nnc(NC(=S)NC(=O)CC)n1	-2
72	O=S(=O)(N/N=C\C=C\c1ccccc1)c1ccc(Cl)cc1	1
73	CC(=O)c1ccc(NC(=S)N2CCCC(CO)C2)cc1 (configuration not stated)	-2
74	CCOc1ccc(NC(=O)C2CC(=O)N=C(N)S2)cc1 (configuration not stated)	2
75	COCCNc1nc2sc3c(c2c(=O)n1Cc1ccco1)CCCCC3	-4
76	N#C/C(=C\c1ccc(Cl)cc1)c1nc(-c2ccco2)cs1	4
77	Cc1ccc(C)c(NC(=O)CCC(=O)NNC(=O)c2cccc([N+](=O)[O-])c2)c1	-3
78	Clc1ccc(-c2cn3c(n2)-c2ccccc2C3)cc1Cl	0
79	N/C(COc1ccc(Cl)cc1Cl)=N\NS(=O)(=O)c1ccccc1	-1
80	COc1cc(OC)cc(-c2nnc(SCC(=O)NCc3cccs3)o2)c1	-4
81	CC(C)c1ccc(C2CC(=O)c3cnc(N4CCc5ccccc5C4)nc3C2)cc1 (configuration not stated)	-3
82	O=[N+]([O-])c1ccccc1Sc1nccn1Cc1ccccc1	18
83	Nc1c(-c2ccccc2)cnc2ncnn12	-4
84	CCN(C(=O)CSc1ccc2ccccc2c1)C1CCS(=O)(=O)C1 (configuration not stated)	-3
85	CCOC(=O)c1c(C)[nH]c(C(=O)NNC(=O)c2ccc(C(C)(C)C)cc2)c1C	-4
86	COc1ccc(N=Cc2ccc(CNS(=O)(=O)c3ccc(Cl)cc3)o2)cc1	-3
87	Cc1ccsc1C(=O)N/N=C/C=C/c1ccccc1[N+](=O)[O-]	1
88	Cc1nc(N)nc(Nc2ccc(Cl)cc2)c1Br	-2
89	Cc1cccc(NC(=O)/C=C/c2ccc(Cl)cc2)n1	2
90	Cc1nc2cc(C(=O)OCC(=O)NC34CC5CC(CC(C5)C3)C4)ccc2n1-c1ccccc1	17

# Following part.
nr	mol	Mac1 fbg enh
91	O=C(N/N=C/c1cc([N+](=O)[O-])ccc1Cl)c1ccc2nc[nH]c2c1	-2
92	CON=C1CCN(c2ncc(C(F)(F)F)cc2Cl)CC1	-3
93	COc1ccccc1OCCC(=O)OCC(=O)Nc1ccc(Br)cc1	9
94	COc1ccccc1NC(=O)c1ccc2nc(-c3ccccc3)c(-c3ccccc3)nc2c1	-5
95	COc1ccc(CNc2nc(-c3ccccc3)nn2C(=O)c2ccc([N+](=O)[O-])cc2)cc1	0
96	COc1ccc(C2=NOC3(CC(=O)N(c4ccc5ccccc5c4)C3=O)C2)c(OC)c1 (configuration not stated)	-4
97	Cc1noc(NC(=O)c2ccccc2)c1C#N	1
98	O=C(NCc1ccccc1)c1onc(CSc2ccc(F)cc2)c1C(=O)NCCCN1CCOCC1	4
99	O=c1[nH]c(-c2ccccc2F)nc2c1sc(=S)n2Cc1ccccc1	-4
100	C=CCN(CC=C)C(=S)NC(=O)c1ccc(-c2ccccc2)cc1	-3
101	CCOC(=O)c1c(NC(=O)Cn2cc([N+](=O)[O-])cn2)sc2c1CCC2	0
102	C/C(=N/NC(=O)c1cccs1)c1ccc(NC(=O)COc2ccc(Cl)cc2)cc1	-2
103	COc1ccc(CCNC(=O)CSc2nn(-c3ccccc3)c(=S)s2)cc1OC	2
104	COC(=O)C(NC(=O)Nc1ccccc1OC)C(C)C (configuration not stated)	-8
105	Cc1nc2ccccc2nc(C)c1=NOCc1ccc(C#N)cc1	7
106	COC(=O)c1sccc1NC(=O)CSc1ccccc1NS(=O)(=O)c1ccc(Br)cc1	-1
107	Cc1ccc(NC(=S)NCc2ccc3c(c2)OCO3)c(C)c1	-2
108	ClC(=C\c1ccccc1)/C=N/N1CCN(c2ccccn2)CC1	1
109	COc1ccc(OCC(=O)N/N=C/c2ccsc2)cc1	8
110	O=C(COC(=O)CNC(=O)c1ccccc1F)Nc1ccc2c(c1)OCCO2	3
111	O=C(NCCNC(=O)c1cc(OCC(F)(F)F)ccc1OCC(F)(F)F)Nc1ccc(OC(F)(F)F)cc1	-5
112	CCOC(=O)C(=CNCC(=O)OC)C(=O)OCC	-4
113	Cc1ccc(C(C[N+](=O)[O-])n2nc(C)cc2C)cc1 (configuration not stated)	-3
114	Cc1c(C(=O)Nc2ccc(-c3nnc4n3CCCCC4)cc2)oc2c1ccc1ccccc12	8
115	COc1ccc(C(=O)NN2CCCCC2)cc1OC	0
116	Cc1nn(-c2cccc(Cl)c2)c2nc(-c3ccco3)cc(C(=O)O)c12	-4
117	CCOc1ccccc1NC(=O)CSc1ccccc1	-4
118	Cc1ccccc1C(=O)c1c[nH]c(C(=O)NCCCn2ccnc2)c1	-2
119	CC[C@@H](C(=O)n1nc(C)cc1C)[C@H](NS(=O)(=O)c1ccc(C)cc1)c1ccccc1	-3
120	Cc1sc(NC(=O)/C=C/c2ccc3c(c2)OCO3)nc1-c1ccccc1	-8

# The list goes on.
nr	mol	Mac1 fbg enh
121	CCn1c(SCC(=O)c2ccc3c(c2)Cc2ccccc2-3)nnc1-c1ccc(N)cc1	92*
122	CSc1nc(Oc2ccc(C)cc2)cc(C(F)(F)F)n1	2
123	O=C(CN1CCN(Cc2ccccc2Cl)CC1)N/N=C/C=C/c1ccccc1[N+](=O)[O-]	5
124	O=C(c1ccccc1Cl)N(C(=O)c1ccccc1Cl)c1nccc(-c2cccs2)n1	-2
125	Cc1cc2c(C)ccc(C)c2nc1SCC(=O)c1cccs1	-3
126	Cc1ccc(COc2ccsc2-c2n[nH]c(=S)n2C)cc1	-3
127	C/C(=N\N=C\c1ccccc1)c1nnn(-c2nonc2N)c1C	8

# The list is partial, so the mix of outcomes need not match the whole.
